NTR1 ag: agonists of NTR1, primary screen, imaging, U2OS cells, beta-arrestin-GFP, high content (AID 493036); NTR1-U2OS beta-arrestin-GFP spot imaging, agonist mode; 0.17% of 330,000 active; Neurotensin receptor type 1 (Homo sapiens), P30989; activation, % at 20 µM;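 active = activation at or above 40% of the spot to cytoplasm intensity ratio, with at least 20 cells analyzed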;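 note: 0% = DMSO without peptide and 100% = 100 nM NTR1 peptide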
Target sequence (P30989 whole entry, looked up): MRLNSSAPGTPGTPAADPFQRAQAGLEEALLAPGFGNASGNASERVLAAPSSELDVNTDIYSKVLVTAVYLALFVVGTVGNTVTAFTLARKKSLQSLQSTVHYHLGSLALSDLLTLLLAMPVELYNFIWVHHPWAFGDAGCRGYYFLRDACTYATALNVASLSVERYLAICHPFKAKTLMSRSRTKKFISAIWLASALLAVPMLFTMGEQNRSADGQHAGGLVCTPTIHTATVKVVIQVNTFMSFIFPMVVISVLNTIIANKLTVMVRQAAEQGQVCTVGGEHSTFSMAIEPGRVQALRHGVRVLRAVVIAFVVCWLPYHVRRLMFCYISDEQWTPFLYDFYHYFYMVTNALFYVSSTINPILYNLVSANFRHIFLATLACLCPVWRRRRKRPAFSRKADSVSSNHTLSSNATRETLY
Large T inhibition: SV40 large T antigen inhibitors, biochemical (AID 1903). SV40 large T antigen ATPase/helicase inhibition assay; higher % means a stronger effect. inhibition, % at 20 µM; hits with a dose series show IC50 in µM. 0.39% of 310,000 active; in the data active = a potency from the dose series; note: strong numbers were not always called active
NS5 inhibitors: Dengue-2 NS5 methyltransferase inhibitors, primary screen, biochemical, confirmation dose response (AID 588689) | Genome polyprotein (Dengue virus type 2 (strain 16681-PDK53)) | Dengue-2 NS5 methyltransferase capping enzyme assay, biochemical; higher % means a stronger effect | one-dose inhibition, % at 25 µM; IC50 in µM for titrated hits | 0.3% of 340,000 active; in the data active = a potency from the dose series
GPR35 antagonists: GPR35 antagonists blocking zaprinast-driven arrestin recruitment, primary screen, imaging, U2OS, beta-arrestin-GFP, zaprinast agonist (AID 2058); U2OS GPR35 beta-arrestin-GFP translocation imaging, zaprinast antagonism; higher % means a stronger effect; inhibition, % at 10 µM; hits with a dose series show IC50 in µM; 0.052% of 290,000 active;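 active = inhibition of at least 50% with at least 30 cells and total cytoplasm GFP at most 10,000,000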
AID2073: inhibitors of Mint1-CaV2.2 protein interaction, biochemical, HTRF (AID 2073); HTRF protein-protein interaction, Mint1-CaV2.2; higher % means a stronger effect; one-dose inhibition, % at 20 µM; IC50 in µM for titrated hits; 0.19% of 290,000 active; in the data active = inhibition mostly above about 51%, no sharp cut-off; note: some results filed as inactive read as strong as hits
Yfh1-depleted yeast: enhancers of respiration in Yfh1-depleted yeast, dose response, Friedreich's ataxia, plus single-dose screen (AID 1465); fold induction at 50 µM; hits with a dose series show EC50 in µM; S. cerevisiae Yfh1-off respiration, WST-1 reduction, 72 h; higher fold induction means a stronger effect; 0.074% of 220,000 active;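 active = fold induction of absorbance versus untreated yeast above a set limit, then at least 30% activation at any dose in follow-up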;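 note: activators that raise dye reduction in frataxin-depleted yeast; strong numbers were not always called active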
GPR55 activation: GPR55 agonists via beta-arrestin recruitment, primary screen, imaging, U2OS cells, beta-arrestin-GFP redistribution (AID 1961). 0.048% of 290,000 active. activation, % at 10 µM, or EC50 in µM where a hit was titrated. U2OS GPR55 beta-arrestin-GFP redistribution imaging; higher % means a stronger effect. G-protein coupled receptor 55 (Homo sapiens);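 active = activation above 40% with more than 50 cells counted in the well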;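 note: U2OS osteosarcoma cells stably expressing GPR55 and beta-arrestin-GFP; plate controls were DMSO negative control for no effect and LPI positive control for full effect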
GPR55 antagonists: GPR55 antagonists blocking LPI-driven arrestin recruitment, primary screen, imaging, U2OS, beta-arrestin-GFP, LPI agonist (AID 2013) | G-protein coupled receptor 55 (Homo sapiens) | U2OS GPR55 beta-arrestin-GFP translocation imaging, LPI antagonism; higher % means a stronger effect | inhibition, % at 10 µM; hits with a dose series show IC50 in µM | 0.13% of 290,000 active;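 active = spots per cell inhibited over 60%, with over 100 cells counted and total cytoplasm intensity under 500,000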;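 note: U2OS cells stably carrying GPR55 and arrestin-GFP stimulated by 5 µM LPI near EC80; imaged beta-arrestin-GFP aggregate spots per cell after agonist stimulation; plate controls were LPI-stimulated DMSO wells for no effect and DMSO wells without LPI for full effect; some results filed as inactive read as strong as hits; confirmed hits need IC50 under 10 µM and bright autofluorescent wells are also inconclusive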
Rac1 GTP hydrolysis: MgcRacGAP GTPase-activating activity inhibitors, confirmation, biochemical, ADP Hunter fluorescence; Rac GTPase-activating protein 1 (Homo sapiens); MgcRacGAP-stimulated Rac1 GTP hydrolysis, ADP Hunter fluorescence; higher % means a stronger effect; GST-tagged Rac1 F28L mutant substrate; inhibition, % at 30 µM, or IC50 in µM where a hit was titrated; 0.6% of 340,000 active;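 active = first-screen hits whose inhibition reached a set limit at any dose in the follow-up dose series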;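 note: fluorescence reports GDP produced by GAP-driven GTP hydrolysis; strong numbers were not always called active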
NTR1 ag cell count 20 µM: also measured in NTR1 ag; calls as there; cell count; measured here: cell count, cytotoxicity flag
NS5 inhibitors pilot replicate: also measured in NS5 inhibitors; calls as there; inhibition, %; measured here: pilot screen replicate inhibition
* = called active by the depositor; i = inactive; . = not tested or not shown; & = joins results of further samples. Random draw from the library; 1.7% or so of the library scored in one or more.

SMILES	NTR1 ag	NTR1 ag cell count 20 µM	Large T inhibition	NS5 inhibitors	GPR35 antagonists	AID2073	Yfh1-depleted yeast	GPR55 activation	GPR55 antagonists	Rac1 GTP hydrolysis	others
CS(=O)(=O)N(CC(=O)N1CCN(c2cccc(Cl)c2)CC1)c1cccc(F)c1	-0.9	53	4%	-3%	5%	-7%	i	0.2%	13%	4%
CCCC(=O)NC(=S)Nc1ccc(NC(=O)c2cccs2)cc1	-0.3	76	4%	-2%	-6%	-4%	i	-0.1%	12%	9%
O=C(Oc1cncc(Cl)c1)c1ccco1	0.5	80	7%	2%	-7%	0%	i	0.0%	-3%	7%
COc1ccc(-c2cc(C(F)(F)F)nc(NC3CCCC3)n2)cc1OC	5.7	78	4%	1%	7%	0%	i	0.2%	18%	3%
Cc1ccc(/C=N/n2cnc3sc(C)c(C)c3c2=O)o1	0.5	99	5%	2%	-5%	-7%	i	-0.7%	1%	-2%
CCOc1ccc(-n2c(SCc3nc(-c4cccs4)no3)nnc2-c2ccncc2)cc1	0.4	63	0%	-4%	2%	-5%	i	-0.1%	-2%	1%
CC1CC(C)CN(S(=O)(=O)c2ccc(NC(=O)CN3C(=O)NC(C)(c4ccccc4)C3=O)cc2)C1 (stereo not drawn)	5.7	76	5%	-5%	-12%	-4%	.	-0.2%	15%	9%
Cc1cccc(N2CC(=O)N(c3cccc(C)c3)CC2=O)c1	-1.4	103	5%	-5%	-10%	-7%	i	-0.3%	5%	0%
Cc1ccnc(NS(=O)(=O)c2ccc(NC(=O)C(C)(C)C)cc2)n1	1.1	66	7%	7%	1%	-15%	i	0.6%	3%	6%
CCOC(=O)c1[nH]ncc1CN1CCCC(C(=O)c2cccc3ccccc23)C1 (stereo not drawn)	1.6	100	6%	1%	15%	-2%	i	-0.1%	0%	5%
COc1ccc(C(=O)Nc2nc(-c3ccc(S(=O)(=O)N4CCOCC4)cc3)cs2)cc1	3.1	88	10%	-20%	-5%	-4%	i	-0.1%	7%	5%
O=C(c1ccc(Cl)cc1)N1N=CCC1(O)c1ccc(Cl)cc1 (stereo not drawn)	-0.3	87	4%	-11%	12%	-4%	.	-0.1%	10%	-8%
Cn1cnnc1Sc1ccc(C(=O)OCC(=O)Nc2cc(Cl)cc(Cl)c2)cc1[N+](=O)[O-]	-0.3	58	11%	-8%	1%	-5%	i	-0.1%	7%	3%
C=CCn1c(SCC(=O)Nc2cc(C)on2)nc2sc3c(c2c1=O)CCCC3	1.3	57	-2%	-4%	-4%	12%	.	0.2%	-1%	5%
CC(=O)c1ccc(OCc2cccc(C(F)(F)F)c2)cc1O	5.5	92	1%	-5%	-14%	2%	i	-0.2%	-15%	6%
CN(CC(=O)NCc1ccccc1F)S(=O)(=O)c1ccc(Cl)cc1	-0.4	74	3%	-10%	2%	24%	.	0.0%	3%	6%
CCCCNC(=O)Nc1nnc(-c2ccc(OCC)cc2)o1	-1.0	37	10%	10%	10%	4%	i	0.5%	12%	15%
Cc1cccc(N2C(=O)C(Cc3ccccc3)NC2=S)c1 (stereo not drawn)	5.5	61	10%	1%	-14%	-7%	i	0.1%	8%	0%
O=C(Nc1cccc(N2C(=O)C3CCCCC3C2=O)c1)c1ccccc1 (stereo not drawn)	0.3	65	21%	-4%	-22%	0%	.	-0.2%	6%	4%
COC(=O)c1ccc(NC(=O)c2ccccc2C(=O)Nc2ccc(C(=O)OC)cc2)cc1	-0.2	56	15%	1%	.	.	.	.	.	-13%
O=C(NC(=S)N1CCN(c2ccc(Cl)cc2[N+](=O)[O-])CC1)c1cccs1	.	.	4%	-3%	17%	-16%	i	-0.1%	15%	6%
COc1ccccc1CC(=O)N1CCCC1	-1.5	52	5%	-13%	-1%	9%	i	-0.2%	8%	12%
COc1cccc(CC2(CO)CCCN(Cc3cc(F)ccc3-n3cccn3)C2)c1 (stereo not drawn)	0.5	54	16%	-1%	20%	5%	i	0.0%	6%	4%
CCOCCc1nnc(NC(=O)C(C)Oc2ccccc2)s1 (stereo not drawn)	1.1	54	7%	-8%	-23%	9%	i	0.6%	-10%	5%

Structural class: the entries above with an aryl thioether with sulfur outside any ring.
SMILES	NTR1 ag	NTR1 ag cell count 20 µM	Large T inhibition	NS5 inhibitors	GPR35 antagonists	AID2073	Yfh1-depleted yeast	GPR55 activation	GPR55 antagonists	Rac1 GTP hydrolysis	others
CCOc1ccc(-n2c(SCc3nc(-c4cccs4)no3)nnc2-c2ccncc2)cc1	0.4	63	0%	-4%	2%	-5%	i	-0.1%	-2%	1%
Cn1cnnc1Sc1ccc(C(=O)OCC(=O)Nc2cc(Cl)cc(Cl)c2)cc1[N+](=O)[O-]	-0.3	58	11%	-8%	1%	-5%	i	-0.1%	7%	3%
C=CCn1c(SCC(=O)Nc2cc(C)on2)nc2sc3c(c2c1=O)CCCC3	1.3	57	-2%	-4%	-4%	12%	.	0.2%	-1%	5%

Next compounds.
SMILES	NTR1 ag	NTR1 ag cell count 20 µM	Large T inhibition	NS5 inhibitors	GPR35 antagonists	AID2073	Yfh1-depleted yeast	GPR55 activation	GPR55 antagonists	Rac1 GTP hydrolysis	others
CCOc1ccc(NC(=O)C(c2ccccn2)N(C(=O)CCl)c2ccc(F)cc2)cc1 (stereo not drawn)	.	.	9%	-1%	-7%	-4%	i	-0.2%	-5%	5%
Cc1cc(Cl)c(S(=O)(=O)NC2CCCC2)cc1OCC(N)=O	-0.4	48	3%	-2%	2%	2%	.	0.0%	-5%	6%
COC(=O)c1ccc(CSc2nnc(-c3ccncc3)n2Cc2ccccc2)o1	0.7	56	15%	0%	23%	-25%	i	-0.2%	-10%	10%
Cc1cc(NCC(C)C)n2ncnc2n1	-1.6	71	4%	-11%	6%	-7%	i	-0.3%	9%	7%
COc1cc(C(c2nnnn2C(C)(C)C)N2CCN(c3nc4ccccc4s3)CC2)ccc1O (stereo not drawn)	0.3	54	11%	-20%	-9%	21%	i	0.4%	8%	5%
COc1cc2nc(N3CCN(C(=O)c4ccco4)CC3)nc(N)c2cc1OC	9.3&2.6	43&54	9%&18%&19%&5%	-3%	19%&-9%	-3%&-4%	i	-0.2%&-0.2%	48%&23%	18%
O=C(N/N=C\c1cccc(Cl)c1)c1n[nH]c2c1CCCC2	-1.1	92	8%	-2%	-20%	1%	i	1.4%	10%	3%
CCOc1ccccc1-c1nc(CN2CCN(C(=O)c3ccco3)CC2)c(C)o1	-1.5	76	16%	4%	-4%	11%	.	0.3%	1%	-4%
COC(=O)CC1C(=O)NCCN1C(=S)NC(=O)c1sc2ccccc2c1Cl (stereo not drawn)	-1.0	61	11%	27%	-3%	17%	i	0.1%	11%	18%
Cc1ccc2c(CC(=O)Nc3nc(C)cs3)coc2c1	-1.1	89	-1%	3%	1%	-6%	i	-1.0%	-6%	2%
COc1ccc(C(=O)N(CN2CCCC2=O)c2cc(C)on2)cc1OC	-2.2	104	11%	-10%	16%	-3%	i	-0.1%	13%	6%	NS5 inhibitors pilot replicate=-3.2
Cc1ccc(N(CC(=O)N/N=C/c2ccc(OCC(N)=O)cc2)S(C)(=O)=O)cc1Cl	0.1	50	8%	-1%	24%	1%	i	0.0%	0%	3%
Cc1ccc(NC(=O)C2(N(CC(C)C)C(=O)Cn3nnnc3N)CCCCC2)cc1	-3.8	83	2%	-10%	-2%	0%	i	0.2%	17%	6%
COc1ccc(-n2c(Cn3c(=O)sc4ccccc43)nnc2SC)cc1	-0.7	49	18%	1%	9%	9%	i	-0.1%	8%	-4%
CCCCCn1c(CN2CC(C)OC(C)C2)nc2c1c(=O)n(C)c(=O)n2C (stereo not drawn)	1.5	79	-3%	-3%	0%	18%	i	0.3%	1%	11%
COc1ccc(CCNC(=O)C2CCCN(S(=O)(=O)c3ccccc3)C2)cc1 (stereo not drawn)	4.0	50	31%	-9%	4%	7%	.	-0.1%	16%	13%
CCn1c(/C=C/c2c(C)n(CC)c3ccccc23)nc2ccccc2c1=O	20	42	-5%	3%	3%	11%	i	-0.2%	-7%	5%
CNCCC1Sc2ccccc2Oc2ccccc21 (stereo not drawn)	-1.3	31	11%	-2%	7%	-10%	i	-0.6%	-15%	6%
CCc1ccc(OCC(=O)NNC(=O)Cc2ccc(S(=O)(=O)N3CCOCC3)s2)cc1	-0.9	53	18%	-2%	.	.	.	.	.	9%
CC(C)C(=O)NNC(=O)CSc1ncnc2c1cnn2-c1ccccc1Cl	-0.6	97	5%	-2%	2%	5%	.	-0.1%	-5%	6%

7 structures from above, arranged by formula weight, highest first.
SMILES	NTR1 ag	NTR1 ag cell count 20 µM	Large T inhibition	NS5 inhibitors	GPR35 antagonists	AID2073	Yfh1-depleted yeast	GPR55 activation	GPR55 antagonists	Rac1 GTP hydrolysis	others
CCc1ccc(OCC(=O)NNC(=O)Cc2ccc(S(=O)(=O)N3CCOCC3)s2)cc1	-0.9	53	18%	-2%	.	.	.	.	.	9%
Cc1ccc(NC(=O)C2(N(CC(C)C)C(=O)Cn3nnnc3N)CCCCC2)cc1	-3.8	83	2%	-10%	-2%	0%	i	0.2%	17%	6%
CC(C)C(=O)NNC(=O)CSc1ncnc2c1cnn2-c1ccccc1Cl	-0.6	97	5%	-2%	2%	5%	.	-0.1%	-5%	6%
COc1ccc(-n2c(Cn3c(=O)sc4ccccc43)nnc2SC)cc1	-0.7	49	18%	1%	9%	9%	i	-0.1%	8%	-4%
CCCCCn1c(CN2CC(C)OC(C)C2)nc2c1c(=O)n(C)c(=O)n2C (stereo not drawn)	1.5	79	-3%	-3%	0%	18%	i	0.3%	1%	11%
COc1ccc(C(=O)N(CN2CCCC2=O)c2cc(C)on2)cc1OC	-2.2	104	11%	-10%	16%	-3%	i	-0.1%	13%	6%	NS5 inhibitors pilot replicate=-3.2
CNCCC1Sc2ccccc2Oc2ccccc21 (stereo not drawn)	-1.3	31	11%	-2%	7%	-10%	i	-0.6%	-15%	6%
